NPYLR7 ag: agonists of mosquito NPYLR7 receptor, primary screen, cell-based, Aedes aegypti, calcium fluorescence, mosquito biting behavior; Aedes aegypti neuropeptide Y-like receptor 7 (NPYLR7); HEK293T NPYLR7/Galpha15, GCaMP6s calcium fluorescence; activation, % at 10 µM; actives 0.15% (n = 270,000); in the data active = activation above about 40%;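 also: 0% = vehicle and 100% = reference agonist at the receptor; some compounds past the cut are filed as inactive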
hcGAS lum: Primary biochemical luminescence assay for human cyclic GMP-AMP synthase inhibitors. Q8N884. recombinant h-cGAS, ATP depletion, Kinase-Glo luminescence. inhibition, % at 12.5 µM. actives 0.081% (n = 290,000). AID 1259398, 2018;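 also: 0% = vehicle reaction and 100% = reaction without DNA for no activity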
Target sequence (Q8N884 whole entry, looked up): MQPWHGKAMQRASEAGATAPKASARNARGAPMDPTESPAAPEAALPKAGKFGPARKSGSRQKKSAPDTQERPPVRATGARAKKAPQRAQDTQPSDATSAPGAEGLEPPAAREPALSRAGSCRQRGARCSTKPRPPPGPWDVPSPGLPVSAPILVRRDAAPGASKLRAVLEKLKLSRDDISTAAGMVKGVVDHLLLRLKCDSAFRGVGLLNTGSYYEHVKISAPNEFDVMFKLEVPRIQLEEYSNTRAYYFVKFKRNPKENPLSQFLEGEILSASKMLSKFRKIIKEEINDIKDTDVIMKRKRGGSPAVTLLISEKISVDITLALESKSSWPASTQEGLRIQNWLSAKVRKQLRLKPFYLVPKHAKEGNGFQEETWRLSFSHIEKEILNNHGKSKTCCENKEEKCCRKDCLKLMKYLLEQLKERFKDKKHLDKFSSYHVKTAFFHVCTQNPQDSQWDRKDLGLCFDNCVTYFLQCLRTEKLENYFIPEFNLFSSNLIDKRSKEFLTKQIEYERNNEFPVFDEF
mcGAS lum: cyclic GMP-AMP synthase inhibitors, mouse, primary biochemical chemiluminescence; inhibition, % at 12.5 µM; AID 1259399, 2018; actives 0.15% (n = 160,000); recombinant cGAS, Kinase-Glo ATP depletion luminescence;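 also: 0% = negative control wells and 100% = reference inhibitor with no enzyme activity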
Numbers without * were called inactive. Rule as the data show it, unless noted: active = inhibition above about 40%; inactive = the rest.

CCCCCOC(=O)C(C)Sc1n[nH]c(=O)[nH]c1=O (centres undefined) was read as NPYLR7 ag 4, hcGAS lum 0 and mcGAS lum -3.
O=C(C1CCOCC1)N(CCO)CCSc1ccc(Cl)cc1 was read as NPYLR7 ag 3, hcGAS lum -3 and mcGAS lum -9.
For CN1CCN(c2nc(-c3cccs3)c3c(N)n(C)nc3n2)CC1 the results were hcGAS lum -6 and mcGAS lum -4.
Screening NC1=NC2(CCC(c3ccccc3)CC2)n2c(nc3cc4c(cc32)OCCCO4)N1 (centres undefined) returned NPYLR7 ag 4 and hcGAS lum -5.
O=C(c1cc(-c2ccc(F)cc2)nn1-c1ccc([N+](=O)[O-])cc1)N1CCN(Cc2ccccc2)CC1 was read as NPYLR7 ag 17, hcGAS lum -2 and mcGAS lum -6.
O=C(NC(C(=O)NC1CCCCCC1)c1ccccc1)c1cccs1 (centres undefined) was read as NPYLR7 ag 9, hcGAS lum -6 and mcGAS lum -6.
For O=C(N1CCc2ccccc2C1c1ccccc1F)C1(c2ccc(Cl)cc2)CCCC1 (centres undefined) the results were NPYLR7 ag 0, hcGAS lum -5 and mcGAS lum -7.
Cc1cc(C(=O)N2CCc3c(nc(N)[nH]c3=O)C2)sc1-c1ccccc1 was read as NPYLR7 ag 19, hcGAS lum -6 and mcGAS lum -14.
CC1Cc2cc(-c3cc(CC(=O)NCc4cc(-c5cccs5)on4)no3)ccc2O1 (centres undefined) was read as NPYLR7 ag 7, hcGAS lum -5 and mcGAS lum -7.
COc1ccc(CC(=O)N2CC(=O)N(Cc3ccc4c(c3)OCO4)CC(O)C2)cc1 (centres undefined) was read as NPYLR7 ag 23, hcGAS lum -5 and mcGAS lum -5.
`CC(C)(C)C(=O)Nc1ccnn1C1CCN(CC2=CC[C@H]3C[C@@H]2C3(C)C)CC1` gave NPYLR7 ag 2 and hcGAS lum -1.
Screening NC(=O)Nc1sc(-c2ccc(F)cc2)cc1C(N)=O returned NPYLR7 ag -10 and hcGAS lum 5.
For CCN(CC)c1c(C)nc2ccc(C(=O)NCc3ccc4c(c3)OCO4)cn12 the results were NPYLR7 ag -5, hcGAS lum -8 and mcGAS lum -1.
C=CS(=O)(=O)Oc1cc(C)cc(C)c1 was read as NPYLR7 ag 16 and hcGAS lum 2.
`Cc1ccc(C)c2sc(N(Cc3ccncc3)C(=O)c3ccc(C#N)cc3)nc12` gave NPYLR7 ag -3, hcGAS lum -12 and mcGAS lum -8.
CN(Cc1ccoc1)C(=O)c1cn(Cc2cccc(C(F)(F)F)c2)nn1 was read as NPYLR7 ag 12, hcGAS lum -7 and mcGAS lum -10.
Screening COc1cn(CC(=O)Nc2cc(C)cc(C)c2)c(CSc2nncn2C)cc1=O returned NPYLR7 ag -4, hcGAS lum -7 and mcGAS lum -9.
`O=C(NCc1cccnc1)C1COC2(CCN(C(=O)c3cccc([N+](=O)[O-])c3)CC2)N1C(=O)c1ccco1` (centres undefined) gave NPYLR7 ag 25, hcGAS lum -10 and mcGAS lum -9.
For O=C(CCc1cccs1)N1CCc2c([nH]c3ccccc23)C1c1ccccn1 (centres undefined) the results were NPYLR7 ag -7, hcGAS lum -4 and mcGAS lum -4.
Screening O=C(c1ccc(C(F)(F)F)[nH]c1=O)N1CCOC(COc2cccc(C(F)(F)F)c2)C1 (centres undefined) returned NPYLR7 ag 5, hcGAS lum -4 and mcGAS lum -5.
`COc1ccc2c(c1)C1(CC(=O)N(CCCN(C)C(=O)c3ccco3)C1=O)C(=O)N2Cc1ccccc1` (centres undefined) gave NPYLR7 ag -12, hcGAS lum -1 and mcGAS lum 1.
COc1cc(-c2nc(COC(=O)c3nnn(-c4ccc(F)cc4)c3C)c(C)o2)cc(OC)c1OC was read as NPYLR7 ag -3, hcGAS lum -6 and mcGAS lum -9.
`O=C(CN1CCN(Cc2cc(=O)n3c4c(sc3n2)CCCC4)CC1)N1CCCC1` gave NPYLR7 ag 7, hcGAS lum -4 and mcGAS lum -5.
CC(=O)OCC(=O)N1CCN(c2nccc(-c3ccco3)n2)CC1 was read as NPYLR7 ag -6, hcGAS lum -7 and mcGAS lum -7.
`CCCOc1ccc(C(=O)NNC(=O)c2ccc[nH]c2=O)cc1` gave NPYLR7 ag 3 and hcGAS lum -2.
For CC1CCCN(S(=O)(=O)c2cc(C(=O)O)ccc2Cl)C1 (centres undefined) the results were NPYLR7 ag 1, hcGAS lum -15 and mcGAS lum -6.
Screening O=C(NCc1ccccc1)c1csc(COc2cccc(Cl)c2)n1 returned NPYLR7 ag 24, hcGAS lum -6 and mcGAS lum -6.
Screening CC(NS(=O)(=O)c1ccc(C(F)(F)F)cc1)C1CC1 (centres undefined) returned NPYLR7 ag 7 and hcGAS lum -16.
Screening O=C1NC2(CCN(C(=O)COCc3ccccc3)CC2)Nc2ccc(Cl)cc21 returned NPYLR7 ag -3, hcGAS lum -5 and mcGAS lum -5.
O=S(=O)(Nc1ccc2c(c1)CCC2)c1ccc(S(=O)(=O)N2CCCC2)cc1 was read as NPYLR7 ag 7 and hcGAS lum -8.
Screening O=C(NCc1ccco1)c1cc(-c2ccccc2)n(C2CCS(=O)(=O)C2)n1 (centres undefined) returned NPYLR7 ag 1, hcGAS lum -6 and mcGAS lum -7.
CCn1c(CC2CCN(Cc3nc(C(C)C)cs3)CC2)n[nH]c1=O was read as NPYLR7 ag 19, hcGAS lum -5 and mcGAS lum -15.
Screening CN(C(=O)c1ccccn1)C(Cc1ccccc1)C1CCN(C(=O)c2scc3c2CCCC3)CC1 (centres undefined) returned NPYLR7 ag 16, hcGAS lum -5 and mcGAS lum -8.
`CCOc1ccccc1NC(=O)Nc1ccc(C2NC(=S)N(CC)C(C)=C2C(=O)OC)cc1` (centres undefined) gave NPYLR7 ag -1, hcGAS lum 0 and mcGAS lum -3.
O=C(NCC1CCC(CNC(=O)C2CC=CC2)CC1)C1CC=CC1 (centres undefined) was read as NPYLR7 ag 2 and hcGAS lum -9.
Screening Cc1c(C)n2c3c(=O)[nH]c(=O)n(C)c3nc2n1CCN1CCN(c2ccc(F)cc2)CC1 returned NPYLR7 ag -1 and hcGAS lum -1.
For CCNC(=O)N1CCN(CCN2C(=O)C(CC)SC2c2ccccc2F)CC1 (centres undefined) the results were NPYLR7 ag 7, hcGAS lum -6 and mcGAS lum -5.
Screening Cc1ccc(S(=O)(=O)c2cnc(SCC(=O)NC3CCCCC3)[nH]c2=O)cc1Cl returned NPYLR7 ag 1, hcGAS lum -5 and mcGAS lum -5.
For CCCc1c(C)nc2c(Cl)cccc2c1SCC(=O)O the results were NPYLR7 ag -2, hcGAS lum -3 and mcGAS lum -3.
For COc1cc(NC(=O)CCC2CCCN(C(=O)Cc3cccnc3)C2)cc(OC)c1 (centres undefined) the results were NPYLR7 ag 4 and hcGAS lum -4.
`CCc1oc2c(-n3cnnc3)cccc2c1C` gave NPYLR7 ag 18 and hcGAS lum -7.
`CCN(Cc1nccn1Cc1ccc(Cl)cc1Cl)C(=O)c1ccc(Cl)cc1` gave NPYLR7 ag 8, hcGAS lum -6 and mcGAS lum -6.
Screening COc1ccc(CCOC(=O)[C@@H]2CCCN2C(=O)c2ccc(C)s2)cc1OC returned NPYLR7 ag 17, hcGAS lum -3 and mcGAS lum -5.
`O=C(NCC(O)c1ccc(F)cc1)Nc1ccc2c(c1)CCCO2` (centres undefined) gave NPYLR7 ag 6 and hcGAS lum -9.
CNS(=O)(=O)c1cc(N(C)S(=O)(=O)c2ccc(C)cc2)c(C)cc1C was read as NPYLR7 ag -8, hcGAS lum -4 and mcGAS lum -1.
Screening CCc1cc(N(C)CCc2ccc(OC)c(OC)c2)nc(SCc2ccc(C(=O)O)o2)n1 returned NPYLR7 ag -10, hcGAS lum 0 and mcGAS lum 1.
For Cn1cnnc1C1CCCN(C(=O)C(Cc2ccccc2)n2cnnn2)C1 (centres undefined) the results were NPYLR7 ag 0 and hcGAS lum -2.
CCOC(=O)C1CCCN(C(=O)c2ccc(Nc3c(Oc4cccc(C(C)C)c4)cnn(-c4ccc(OC)cc4)c3=O)cc2)C1 (centres undefined) was read as NPYLR7 ag 16, hcGAS lum -6 and mcGAS lum -6.
For O=C(COc1ccc(F)cc1)N1CCOC(c2ccccc2)C1 (centres undefined) the results were NPYLR7 ag -6, hcGAS lum -1 and mcGAS lum -2.
C=CCC(NC(C)=O)C(=O)N1CCC[C@H]1C(=O)OCCc1ccc(OC)c(OC)c1 (some centres undefined) was read as NPYLR7 ag 3, hcGAS lum -3 and mcGAS lum -5.
`Cc1ccc(-c2ccc(C(=O)NC(C)c3cnn(C)c3)o2)cc1` (centres undefined) gave NPYLR7 ag 5 and hcGAS lum -3.
O=C(O)CN(CCOCCOCCN(CC(=O)O)CC(=O)O)CC(=O)O was read as NPYLR7 ag -2, hcGAS lum 0 and mcGAS lum -3.
Screening CN1CCN(Cc2ccc(CNC(=O)c3ccccc3O)cc2)CC1 returned NPYLR7 ag 1 and hcGAS lum 1.
Screening CCn1nc(CC(C)C)cc1C(=O)N1CCCC(Nc2ccc(OC)cc2)C1 (centres undefined) returned NPYLR7 ag 15 and hcGAS lum -4.
`COc1ccc(-n2nc(C(C)(C)C)cc2NC(=O)CN(CC(C)C)C(=O)Nc2ccc(F)cc2F)cc1` gave NPYLR7 ag 21, hcGAS lum -4 and mcGAS lum -5.
Nc1c(-c2ccccc2)cnc2c(-c3ccccc3)cnn12 was read as NPYLR7 ag 3 and hcGAS lum -2.
`COc1ccc(CCN(C)S(=O)(=O)c2ccc(OC)c(N3CCN(C(=O)Cc4cccs4)CC3)c2)cc1OC` gave NPYLR7 ag 0, hcGAS lum 3 and mcGAS lum 0.
CC(CNC(=O)C(C)N1CCN(C(=O)c2cccs2)CC1)c1ccccc1 (centres undefined) was read as NPYLR7 ag 7 and hcGAS lum -8.
Screening Cc1cnccc1N1CCCN(C(=O)CC2CCc3ccccc32)CC1 (centres undefined) returned NPYLR7 ag 2 and hcGAS lum -1.
Screening CCC(CC)n1nc(C)cc1NC(=O)Cn1nc(C(F)F)cc1C returned NPYLR7 ag 4, hcGAS lum -2 and mcGAS lum -12.
Screening Cc1cccc(-c2ccnc3nc(N4CCN(C(=O)c5ccco5)CC4)nn23)c1 returned NPYLR7 ag 4, hcGAS lum -8 and mcGAS lum -8.
`Cc1cc(C)n(-c2nc3c(c(=O)n2CC(=O)NCCc2ccccc2)CCCC3)n1` gave hcGAS lum -4 and mcGAS lum -5.
`C=CCn1cc(CN(CC)C2CCOC(C)(C)C2)c(C)n1` (centres undefined) gave hcGAS lum -10 and mcGAS lum -4.
Screening Cc1ccc(S(=O)(=O)CCC(=O)OCc2ccc(C(=O)c3ccccc3)cc2)cc1 returned NPYLR7 ag 8 and hcGAS lum -4.
`Cc1cc2n(n1)C(C)CC(C(F)(F)F)N2C(=O)c1cc(F)cc(F)c1` (centres undefined) gave NPYLR7 ag 3 and hcGAS lum -4.
`O=C(CCN1C(=O)c2ccccc2C1=O)N1CCN(CC=Cc2ccccc2)CC1` gave NPYLR7 ag -6, hcGAS lum -4 and mcGAS lum -8.
For O=C(Nc1ccc2cn[nH]c2c1)c1ccc(CN2CCCC(O)C2)cc1 (centres undefined) the results were NPYLR7 ag -6 and hcGAS lum -1.
For Cc1cc(=O)n2nc(N3CCCC3C(=O)NCCCN3CCCC3)sc2n1 (centres undefined) the results were NPYLR7 ag 5, hcGAS lum -3 and mcGAS lum -2.
Screening CCOC(=O)C1CCCN(C(=O)c2cnn(CC(F)(F)F)c2-c2ccccc2)C1 (centres undefined) returned NPYLR7 ag 11, hcGAS lum -10 and mcGAS lum -7.
For O=C(c1ccc(Cl)s1)N(CCCn1ccnc1)c1nc2ccc(F)cc2s1 the results were NPYLR7 ag -12, hcGAS lum -7 and mcGAS lum -9.
Screening CCC1=NN2C(=N)/C(=C\c3ccccc3Br)C(=O)N=C2S1 returned NPYLR7 ag 2 and hcGAS lum 16.
